BoNT-A LC inh2 – BoNT/A light chain protease inhibitors, primary screen, biochemical, flow cytometry, MLPCN library | actives 0.17% (n = 360,000) | multiplex microsphere protease substrate cleavage | inhibition, % at 10 µM; note: plate controls were buffer without enzyme for full effect and enzyme alone for no effect
GDH-TPI counter – GDH-TPI coupling enzyme inhibitors, primary screen, artefact control for M. tuberculosis FBA inhibitor project, biochemical, absorbance, full deck; GDH-TPI coupled enzyme counterscreen, NADH absorbance; actives 1.2% (n = 360,000); inhibition, % at 4.8 µM; in the data active = inhibition above about 30%;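 note: 0% = DMSO wells and 100% = wells lacking the enzyme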
FBA Mtb inh – Mtb FBA enzyme inhibitors, primary screen, biochemical, fluorescence, strain H37Rv; inhibition, % at 1 µM; AID 588726, 2011; Fructose-bisphosphate aldolase (Mycobacterium tuberculosis (strain ATCC 25618 / H37Rv)), …; actives 2.3% (n = 360,000); purified M. tuberculosis FBA, fluorescence read-out; in the data active = inhibition above about 27%;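 note: 0% = vehicle and 100% = reference inhibitor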
Mtb UGM inh – M. tuberculosis UGM enzyme inhibitors, primary screen, biochemical, fluorescence polarization, single point; purified UGM, fluorescence polarization probe displacement; inhibition, % at 10 µM; actives 0.06% (n = 320,000); in the data active = inhibition above about 10%, passing the limit was not always enough; inconclusive = no clear call, values can overlap the other calls
BoNT F protease – BoNT/F light chain protease inhibitors, primary screen, biochemical, flow cytometry, MLPCN library; Botulinum neurotoxin type F light chain protease (Clostridium botulinum); Multiplex microsphere protease cleavage assay; inhibition, % at 10 µM; actives 0.22% (n = 360,000); AID 588497, 2011; in the data active = inhibition above about 35%, passing the limit was not always enough; inconclusive = no clear call, values can overlap the other calls; note: plate controls were buffer without enzyme for full effect and enzyme alone for no effect
FadD28 binding – inhibitors of FadD28 bisubstrate probe binding, primary screen, biochemical, fluorescence polarization, single point; Mycobacterium tuberculosis FadD28 fatty-acid-AMP ligase; inhibition, % at 12.5 µM; actives 0.22% (n = 360,000); AID 588549, 2011; in the data active = inhibition above about 8.5%, passing the limit was not always enough; inconclusive = no clear call, values can overlap the other calls
BioA inh – M. tuberculosis BioA enzyme inhibitors, primary screen, biochemical, plate reader, single point, HTS; 7,8-diaminopelargonic acid synthase BioA (Mycobacterium tuberculosis); purified M. tuberculosis BioA enzyme; inhibition, % at 9.99 µM; actives 0.096% (n = 360,000); AID 602481, 2012; in the data active = inhibition above about 40%; inconclusive = no clear call, values can overlap the other calls
Anthrax LF inh2 – Bacillus anthracis LF protease inhibitors, primary screen, biochemical, multiplex microsphere, MLPCN library; Lethal factor (Bacillus anthracis), P15917; actives 0.12% (n = 360,000); AID 588501, 2011; multiplex microsphere protease cleavage assay; inhibition, % at 10 µM; note: plate controls were buffer without enzyme for full effect and enzyme alone for no effect
Target sequence (P15917 whole entry, looked up): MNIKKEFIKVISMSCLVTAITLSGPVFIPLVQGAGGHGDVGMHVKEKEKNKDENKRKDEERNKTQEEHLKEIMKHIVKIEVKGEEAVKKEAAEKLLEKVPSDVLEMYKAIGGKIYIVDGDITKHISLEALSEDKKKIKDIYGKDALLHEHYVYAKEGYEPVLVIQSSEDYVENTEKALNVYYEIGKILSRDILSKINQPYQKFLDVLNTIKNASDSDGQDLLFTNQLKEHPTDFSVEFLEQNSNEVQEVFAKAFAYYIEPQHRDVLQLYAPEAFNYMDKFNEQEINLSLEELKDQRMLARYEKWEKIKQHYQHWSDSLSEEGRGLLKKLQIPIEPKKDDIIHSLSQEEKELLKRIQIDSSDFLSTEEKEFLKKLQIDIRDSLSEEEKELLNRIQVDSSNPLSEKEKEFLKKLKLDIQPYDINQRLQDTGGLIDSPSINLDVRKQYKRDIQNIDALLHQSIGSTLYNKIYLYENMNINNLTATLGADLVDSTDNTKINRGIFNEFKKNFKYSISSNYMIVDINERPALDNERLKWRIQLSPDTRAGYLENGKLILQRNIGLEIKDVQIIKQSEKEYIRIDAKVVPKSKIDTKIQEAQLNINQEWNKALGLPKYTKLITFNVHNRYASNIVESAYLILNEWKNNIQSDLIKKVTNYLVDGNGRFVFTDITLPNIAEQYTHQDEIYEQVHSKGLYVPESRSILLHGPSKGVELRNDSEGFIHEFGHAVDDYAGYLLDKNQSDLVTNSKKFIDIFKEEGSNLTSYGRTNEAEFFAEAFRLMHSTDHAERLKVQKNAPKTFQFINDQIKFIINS
PfHsp40 rescue – rescue of yeast from PfHsp40 toxicity, primary screen, S. cerevisiae, ATP luminescence; S. cerevisiae expressing PfHsp40, growth rescue; growth rescue, % at 12.5 µM; actives 0.68% (n = 340,000); AID 504582, 2011; in the data active = growth rescue above about 28%, passing the limit was not always enough; inconclusive = no clear call, values can overlap the other calls;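 note: yeast W303a lacking pdr1 and pdr3 grown in galactose medium; growth measured after three days at 30 °C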
Numbers without * were called inactive; u = inconclusive; x = not tested or not shown; & = joins results of further samples. Cut-off read from the data, not from the text of the source, unless noted: active = inhibition above about 30%; inconclusive = no clear call, values can overlap the other calls; inactive = below that.

SMILES	BoNT-A LC inh2	GDH-TPI counter	FBA Mtb inh	Mtb UGM inh	BoNT F protease	FadD28 binding	BioA inh	Anthrax LF inh2	PfHsp40 rescue
COc1cc(-c2nn3c(C4CCCCC4)nnc3s2)cc(OC)c1OC	0.0	8	5	-1.9	-9	-1.0	-0.6	-4	1.7
Cc1cccc(NC(=O)C2COc3ccccc3O2)c1 (stereo unspecified)	-3.0	-7	5	1.6	-24	-4.2	1.9	5	-0.2
COc1ccc(NC(=O)C2(C)CCN2C(=O)Cc2ccccc2)cc1OC (stereo unspecified)	-0.1	1	0	x	5	-1.8	-0.6	-5	x
C[C@H](CO)N1C[C@H](C)[C@@H](CN(C)S(=O)(=O)c2ccccc2)OCCCC[C@H](C)Oc2ccc(NC(=O)CCC(F)(F)F)cc2C1=O	-0.5	14	3	x	-5	-14	1.5&2.7	-2	x
CC1Cc2ccccc2N1C(=O)CN1CCC(C(N)=O)CC1 (stereo unspecified)	-0.6	-1	0	-4.6	2	-3.4	x	-3	-0.7
CCOc1ccc(N/C(N)=N/c2nc(CSc3nnc(C)s3)cc(=O)[nH]2)cc1	-2.2	10	-3	1.7	-7	-0.4	x	-1	-0.8
CC(C)(C)C(=O)C(CO)(Oc1ccc(Cl)cc1)n1cncn1 (stereo unspecified)	-0.1	9	-2	-1.4	-7	-0.3	-4.6	-4	u
CCc1nc(NCCCN2CCOCC2)c2oc3ccccc3c2n1	0.6	11	5	-1.6	11	1.4	-3.3	3	2.7
COc1ccc2c(c1)c(C(=O)CN1CCCCC1)c(C)n2C	3.3	-7	-2	2.3	u	-4.0	-1.5	-6	-1.1
CSc1ccccc1NC(=O)Cn1nc([N+](=O)[O-])c(Cl)c1C	-0.4	-11	-2	-3.2	0	-3.8	x	-4	-0.4
COc1ccc(NC2=NCC(=O)N2c2ccccc2F)c(OC)c1	-0.8	-6	-1	3.5	-26	0.0	-0.7	0	0.0
Nc1ccccc1SCc1cn2ccccc2n1	-0.8	6	-1	-0.1	-10	0.6	x	-2	0.5
O=C(CN1C(=O)COc2ccccc21)NCCCN1CCCC1	0.8	-3	4	-0.8	-2	1.5	-0.7	2	1.0
O=C(c1cccs1)N1CCCN(c2ncnc3scc(-c4ccccc4)c23)CC1	x	2	4	-0.2	x	-0.1	2.6	x	9.4
CSCCNCc1c(C(=O)N2CCOCC2)nc2c(C)cccn12	0.2	7	2	-0.1	-2	-0.6	-0.9	4	-0.6
O=c1cc(O)c2ccccc2[nH]1	-0.7	-3	6	-1.6	-2	0.4	-1.5	1	-0.4
COc1ccc(S(=O)(=O)N2CCCC(C(=O)NCCCn3ccnc3)C2)cc1OC (stereo unspecified)	-2.8	-2	2	-1.9	2	0.4	-9.0	-1	0.0
O=C(Cn1cnc2cc([N+](=O)[O-])ccc2c1=O)N(Cc1ccccc1)C1CCS(=O)(=O)C1 (stereo unspecified)	0.7	8	-3	2.0	2	-1.5	x	0	0.7
CCC(C)NC(=O)c1ccc(CNS(=O)(=O)c2ccc3c(c2)C(C)(C)C(=O)N3C)cc1 (stereo unspecified)	0.2	-3	-2	2.1	-8	-1.2	-1.1	-2	1.5
CCCOc1ccccc1/C=C(\C#N)C(=O)Nc1cccnc1	u	9	0	0.4	u	-3.2	x	-9	-0.9
CC(=O)Nc1c(C(N)=O)oc2ccc(Cl)cc12	-0.8	-4	2	-0.2	-12	0.1	x	-10	0.6
CCOc1ncccc1C(=O)OCC(=O)N(CC(C)C)C1CCS(=O)(=O)C1 (stereo unspecified)	-1.4	-4	1	0.5	2	-2.8	0.3	-6	1.0
CCN(c1ccccc1C(=O)O)S(=O)(=O)c1cccc2nsnc12	-11	3	3	0.4	u	-3.7	x	16	2.1
COc1cccc(CN2CCC(Oc3ccc(C(=O)N4CCCCC4)cc3)CC2)c1	1.3	3	-1	2.5	2	-0.1	1.6	-2	0.3
COC(=O)CSc1snnc1-c1ccc(F)cc1	0.8	4	2	4.8	-5	0.3	-1.2	-3	1.1

Nothing new here: an excerpt of the list.
SMILES	BoNT-A LC inh2	GDH-TPI counter	FBA Mtb inh	Mtb UGM inh	BoNT F protease	FadD28 binding	BioA inh	Anthrax LF inh2	PfHsp40 rescue
COc1cc(-c2nn3c(C4CCCCC4)nnc3s2)cc(OC)c1OC	0.0	8	5	-1.9	-9	-1.0	-0.6	-4	1.7
Cc1cccc(NC(=O)C2COc3ccccc3O2)c1 (stereo unspecified)	-3.0	-7	5	1.6	-24	-4.2	1.9	5	-0.2
COc1ccc(NC(=O)C2(C)CCN2C(=O)Cc2ccccc2)cc1OC (stereo unspecified)	-0.1	1	0	x	5	-1.8	-0.6	-5	x
C[C@H](CO)N1C[C@H](C)[C@@H](CN(C)S(=O)(=O)c2ccccc2)OCCCC[C@H](C)Oc2ccc(NC(=O)CCC(F)(F)F)cc2C1=O	-0.5	14	3	x	-5	-14	1.5&2.7	-2	x
CC1Cc2ccccc2N1C(=O)CN1CCC(C(N)=O)CC1 (stereo unspecified)	-0.6	-1	0	-4.6	2	-3.4	x	-3	-0.7
CCOc1ccc(N/C(N)=N/c2nc(CSc3nnc(C)s3)cc(=O)[nH]2)cc1	-2.2	10	-3	1.7	-7	-0.4	x	-1	-0.8
CC(C)(C)C(=O)C(CO)(Oc1ccc(Cl)cc1)n1cncn1 (stereo unspecified)	-0.1	9	-2	-1.4	-7	-0.3	-4.6	-4	u
CCc1nc(NCCCN2CCOCC2)c2oc3ccccc3c2n1	0.6	11	5	-1.6	11	1.4	-3.3	3	2.7
COc1ccc2c(c1)c(C(=O)CN1CCCCC1)c(C)n2C	3.3	-7	-2	2.3	u	-4.0	-1.5	-6	-1.1
CSc1ccccc1NC(=O)Cn1nc([N+](=O)[O-])c(Cl)c1C	-0.4	-11	-2	-3.2	0	-3.8	x	-4	-0.4
COc1ccc(NC2=NCC(=O)N2c2ccccc2F)c(OC)c1	-0.8	-6	-1	3.5	-26	0.0	-0.7	0	0.0

Further compounds
SMILES	BoNT-A LC inh2	GDH-TPI counter	FBA Mtb inh	Mtb UGM inh	BoNT F protease	FadD28 binding	BioA inh	Anthrax LF inh2	PfHsp40 rescue
COc1ccc2cc(S(=O)(=O)N3CCN(C)CC3)ccc2c1	0.3	-7	4	0.2	-1	-4.8	-0.5	4	-0.9
O=C(Nc1ccc(F)cc1F)c1cc(=O)n(-c2ccccc2)c(=O)[nH]1	-0.2	3	2	0.2	5	-1.9	x	1	0.8
CSc1ccc(/C=C(/NC(=O)c2ccco2)C(=O)N2CCCCC2)cc1	-0.7	24	-2	-1.8	-1	-4.9	1.8	-1	2.7
CCCS(=O)(=O)NC(=O)C1(C)CCCN(C(=O)c2cc(OC)ccc2Br)C1 (stereo unspecified)	0.0	7	0	x	-3	-1.0	0.7	6	x
CC1=CCC(C(=O)O)C(C(=O)Nc2cccnc2)C1 (stereo unspecified)	-0.8	0	6	0.4	0	0.5	x	-3	0.2
CC(=O)c1c(C(C)=O)c(C)n(NC(=O)c2ccccc2Cl)c1C	-0.6	0	1	-2.9	-10	-0.4	-0.5	-2	0.7
Cc1ccc(NC(=S)NCc2cccs2)c(C)c1	-0.5	10	4	-4.7	10	-1.2	1.6	-3	-0.7
Cc1cccc(C)c1OCC(=O)NCc1ccccc1	-3.1	3	2	-1.2	2	1.3	-0.4	10	0.4
CC(=O)OC(C(=O)NCc1ccc(F)cc1)c1ccccn1 (stereo unspecified)	0.8	-10	-3	-2.5	0	-1.7	0.6	-3	-1.3
CCCNc1nc2c(c(=O)[nH]c(=O)n2C)n1CCC(C)C	-0.8	-5	-1	-0.5	-6	-0.9	-2.9	-5	0.4
Cc1ccc2c(c1)nnn2C1CCN(S(=O)(=O)c2ccc(C(=O)N3CC(C)CC(C)C3)cc2)CC1 (stereo unspecified)	0.5	-3	0	1.9	7	-1.3	-1.3	-13	2.9
CN(CCOc1ccccc1)C(=O)c1ccc(N2CCCC2)c([N+](=O)[O-])c1	0.4	5	-4	0.7	12	0.2	x	-2	2.2
CCC(C)NS(=O)(=O)c1ccc(OCC(=O)NCc2ccc(OC)cc2)cc1 (stereo unspecified)	-1.2	3	2	0.3	-2	0.0	x	3	1.2
COc1ccc(CC(=O)Nc2nc(-c3cc(OC)ccc3OC)cs2)cc1	-0.9	-2	3	0.6	-4	-0.3	x	-2	0.1
CC(=O)c1cccc(N(C(=O)c2cnccn2)C(C(=O)NCc2ccccc2)c2ccco2)c1 (stereo unspecified)	-0.7	5	0	-2.0	-12	-1.9	x	0	-1.7
CN(Cc1ccc2nsnc2c1)C(=O)C1CCC(=O)N(CCc2ccccc2)C1 (stereo unspecified)	0.3	17	5	x	-6	-2.2	3.4	-3	x
Cc1c(/C=N/NC(=O)c2cc(=O)[nH]c(=O)[nH]2)c2ccccn2c1C(=O)c1ccccc1	3.3	2	-1	-0.5	5	-2.6	-0.4	1	1.6
COc1ccc(C(=O)N/C(=C/c2ccco2)C(=O)NC2CCS(=O)(=O)C2)cc1 (stereo unspecified)	0.4	6	5	2.7	-3	-1.0	x	-6	-0.1
COC(=O)C1CCN(C(=O)CN(C)Cc2ccc(C(C)(C)C)cc2)CC1	0.5	-7	-1	-1.2	36*	-0.3	0.1	3	1.2
O=C(Cc1ccccc1)N1CCN(Cc2ccc([N+](=O)[O-])cc2)CC1	-0.7	11	2	3.0	-1	-1.4	x	-2	-1.3
Cc1cc(C(=O)NC2CCCc3c2cnn3-c2cc(F)cc(F)c2)nn1C (stereo unspecified)	-1.9	3	1	1.2	-6	-0.4	1.6	0	0.3
Cn1nc(C(=O)NC(C)(C)C)c2ccccc21	1.1	9	4	-2.8	8	-0.5	x	-1	-1.6
CC1(C)NC(=O)N(CCC(=O)Nc2cc(C(F)(F)F)ccc2Cl)C1=O	1.5	5	6	-1.2	7	-2.0	1.8	-4	-1.5
CCN1C(=O)C2(C(C(=O)c3ccc(C)o3)=C(O)C(=O)N2CCCN(C)C)c2ccccc21 (stereo unspecified)	0.7	18	0	2.9	2	-3.5	-1.5	4	x
CCCCn1c(N)c(N(CCOC)C(=O)c2oc3ccc(OC)cc3c2C)c(=O)[nH]c1=O	0.6	-5	-2	-1.7	2	-0.3	0.6	0	0.8
SMILES	BoNT-A LC inh2	GDH-TPI counter	FBA Mtb inh	Mtb UGM inh	BoNT F protease	FadD28 binding	BioA inh	Anthrax LF inh2	PfHsp40 rescue
CC(C)Sc1n[nH]c(=O)n1-c1cccc(C(F)(F)F)c1	u	3	-1	1.8	u	-1.1	-1.4	-14	-0.7
COc1ccc(N(C(C)C(=O)NN=C2CCCCCCC2)S(C)(=O)=O)cc1 (stereo unspecified)	0.0	3	5	0.3	2	0.7	x	0	-0.7
OCC1(CO)COC2(CCCC2)N1	-0.7	-6	-8	-0.4	-6	-0.7	x	-1	0.0
COc1ccc(/C=N/n2c(N)c(S(=O)(=O)c3cccs3)c3nc4ccccc4nc32)cc1OC	-0.3	11	3	0.3	-1	-2.4	0.2	-16	-0.3
O=C(/C=C/N1CCOCC1)c1ccc(-c2ccccc2)cc1	-0.2	38*	-5	0.6	0	-2.6	-0.1	-2	1.3
Cc1nn(C)cc1/C=C/C(=O)c1ccccc1	-1.4	36*	0	-0.3	-2	-2.2	3.6	-4	-1.9
CCOc1ncccc1C(=O)OCC(=O)Nc1cc(S(=O)(=O)N2CCCCC2)ccc1Cl	-0.2	10	1	x	-3	-1.7	4.8	-2	-0.5
O=C(NCc1ccco1)c1nnc(Cc2ccc(Cl)cc2)o1	-0.5	-4	-1	-0.1	-5	-3.5	-0.5	-6	0.6

An unsorted share of the library; 4.7% or so of the library scored in one or more.
